Screening data: PubChem, several laboratories
Cardio protect: myocardial damage modulation in H9c2 cells. actives 0.63% (n = 360,000). protection from H2O2 cell death, % at 20 µM. H9c2 cardiomyocytes, H2O2 injury protection, ATPLite, 2 h;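 active = compounds giving at least 50% protection of heart cells from peroxide-induced death in the single-dose screen, raw or plate-pattern-corrected value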;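 also: 0% = DMSO wells with peroxide and 100% = DMSO wells without peroxide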
CaV13 ICDI inh: Disruptors of the CACNA1D IQ motif to Ca2+-dependent inactivation inhibitor domain association, primary screening, Förster resonance energy transfer in intact living …; AID 743397; HEK cells, CFP/YFP FRET ICDI-IQ, plate reader, 10 min; percent FRET-ratio fall versus neutral wells; inhibition, % at 12.3 µM; actives 0.098% (n = 340,000);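 active = mean replicate inhibition of at least 30% and at least 1% of replicates passing that level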;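 also: 0% = median of the neutral control wells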
ABCB6 inh MLPCN: inhibitors of human ABC transporter ABCB6 | K562-ABCB6 porphyrin accumulation, flow cytometry, 1 h; active compounds read low | Q9NP58 | actives 0.19% (n = 360,000) | fluorescence ratio to DMSO, % at 10 µM | AID 602162;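 active = fluorescence ratio to DMSO below 75%, the collection mean minus 3 SD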;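 also: signal is porphyrin accumulated inside mitochondria; 100% equals median channel fluorescence of DMSO control wells; lower ratio means ABCB6 inhibition with less porphyrin fluorescence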
Glyco luc inh: N-linked glycosylation inhibition. D54 ERlucT glycosylation luciferase reporter, 24 h; percent of 100 nM tunicamycin response. reporter increase, % at 12.5 µM. actives 0.23% (n = 360,000). AID 588692;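 active = mean luciferase reporter signal, scaled so untreated is 0 and the glycosylation-blocking control 100, at or above a set limit in every replicate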;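 also: luciferase carries N-glycosylation sites so blocking glycosylation raises the light; 0% = median of neutral control wells and 100% = median of 100 nM tunicamycin wells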
m5-HT2A agonist: agonists of mouse serotonin 5-HT2A receptor (HTR2A); P35363; CHO-K1 mHTR2A beta-arrestin complementation, luminescence; percent of 30 µM serotonin response; activation, % at 7.6 µM; actives 0.66% (n = 360,000); AID 624169;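 active = activation above a run cutoff, the mean activation of all tested compounds plus 3 SD, cut at about 14% in these data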;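 also: 0% = plate median of compound wells and 100% = 30 µM serotonin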
Target sequence (P35363 whole entry, looked up): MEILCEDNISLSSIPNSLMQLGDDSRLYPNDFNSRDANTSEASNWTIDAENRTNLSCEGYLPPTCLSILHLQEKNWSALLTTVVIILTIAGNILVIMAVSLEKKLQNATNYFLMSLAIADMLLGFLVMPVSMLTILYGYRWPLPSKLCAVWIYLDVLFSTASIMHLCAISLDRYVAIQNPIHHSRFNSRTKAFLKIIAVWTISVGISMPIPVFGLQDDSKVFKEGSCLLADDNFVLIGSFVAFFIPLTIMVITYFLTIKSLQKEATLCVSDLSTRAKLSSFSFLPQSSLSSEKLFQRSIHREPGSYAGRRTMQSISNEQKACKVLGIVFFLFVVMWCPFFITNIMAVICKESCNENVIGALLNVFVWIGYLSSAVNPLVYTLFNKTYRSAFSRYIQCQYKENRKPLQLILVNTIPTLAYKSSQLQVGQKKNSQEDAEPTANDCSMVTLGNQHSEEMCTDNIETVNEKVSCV
Vif inh: inhibitors of HIV Vif. HEK293T cells, Vif self-association by quenched fluorescence, imaging, 24 h. inhibition, % at 7.49 µM. actives 0.35% (n = 340,000); in the data active = inhibition above about 50%, passing the limit was not always enough; also: some results filed as inactive read as strong as hits
PDI inh: inhibitors of human protein disulfide isomerase | inhibition, % at 10 µM | actives 0.052% (n = 350,000) | P07237 | AID 588391 | PDI insulin aggregation turbidity, A650, 90 min;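 active = mean inhibition across replicates of 30% or more, whatever share of single replicates reach that level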;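 also: absorbance from insulin aggregation driven by PDI reduction with DTT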
Target sequence (P07237 whole entry, looked up): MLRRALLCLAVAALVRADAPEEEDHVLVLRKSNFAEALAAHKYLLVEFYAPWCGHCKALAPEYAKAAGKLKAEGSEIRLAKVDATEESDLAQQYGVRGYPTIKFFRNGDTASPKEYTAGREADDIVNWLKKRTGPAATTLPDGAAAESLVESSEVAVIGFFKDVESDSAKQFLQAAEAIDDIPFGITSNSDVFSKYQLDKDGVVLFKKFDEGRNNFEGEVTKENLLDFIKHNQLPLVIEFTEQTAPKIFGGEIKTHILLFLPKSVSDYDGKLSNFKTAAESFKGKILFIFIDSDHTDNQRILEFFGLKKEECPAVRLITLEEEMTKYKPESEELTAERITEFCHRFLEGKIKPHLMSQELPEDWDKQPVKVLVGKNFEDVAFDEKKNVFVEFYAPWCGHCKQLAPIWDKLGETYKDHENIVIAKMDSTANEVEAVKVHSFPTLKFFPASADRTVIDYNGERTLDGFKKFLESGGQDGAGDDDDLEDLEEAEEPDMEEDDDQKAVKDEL
aDG glyco up: alpha-DG glycosylation activation | actives 0.22% (n = 360,000) | AID 624168 | Pro5-aDG cells, alpha-DG glycosylation AlphaScreen (IIH6); 0% Pro5, 100% B10-LARGE cell signal | activation, % at 10 µM;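 active = activation of at least 8% versus controls, or a plate z-score of at least 8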;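 also: Pro5 are CHO cells carrying HIG-tagged alpha-DG that lacks glycosylation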
iPSC survival up: enhancers of human iPSC single-cell survival; actives 0.044% (n = 360,000); hiPSC single-cell survival, ATPlite luminescence; 100% = ROCK inhibitor wells, 0% = DMSO; AID 602274; survival enhancement, % at 20 µM; in the data active = survival enhancement above about 18%;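 also: cells exposed to compounds for 16 hours before the ATP read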
Exocytosis inh: blocks lytic granule exocytosis. TALL-104 LAMP-1 surface exposure, flow cytometry; cells stimulated with thapsigargin and PMA. inhibition, % at 10 µM. actives 0.66% (n = 360,000). AID 651702;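 active = inhibition above about 55%, limit read from the data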
Numbers without * were called inactive; . = no result given; & = joins results of further samples.

SMILES	Cardio protect	CaV13 ICDI inh	ABCB6 inh MLPCN	Glyco luc inh	m5-HT2A agonist	Vif inh	PDI inh	aDG glyco up	iPSC survival up	Exocytosis inh
CC1(C(=O)NS(=O)(=O)Cc2ccccc2)CCN1C(=O)C1(c2ccc(Cl)cc2)CC1 (centres undefined)	8	-12	96	2	-3	-2	7	0.1	-1.1	-8
CN(C1CCS(=O)(=O)C1)S(=O)(=O)c1ccc(N2CCCC2=O)cc1 (centres undefined)	5	-7	99	-1	1	-6	-1	-0.2	-0.1	-2
CN(C(=O)Nc1ccc(Cl)cc1)n1cnc2ccccc2c1=O	-4	-4	99	-1	-2	0	1	0.0	-0.4	6
Cn1c(CNC(=O)C2CCC(=O)N(CCc3cccc(F)c3)C2)nc2ccccc21 (centres undefined)	8	-3	103	2	7	2	-3	1.0	-0.1	-2
O=C(Nc1cccnc1)c1ccc(NS(=O)(=O)c2cccc([N+](=O)[O-])c2)cc1	12	-6	96	-1	2	-12	-3	0.1	-0.7	-4
Cc1ccc(N2CC(C(=O)Nc3nnc(SCc4cccnc4)s3)CC2=O)cc1 (centres undefined)	-4	.	101	1	-4	-1	17	-0.1	-0.5	-4
O=C(/C=C/c1ccc([N+](=O)[O-])cc1)N(c1ccccn1)C1CCCCC1	-8	-11	91	5	2	8	0	-0.1	-0.3	2
CCOC(=O)c1[nH]cnc1C(=O)Nc1ccc(Cl)cc1	5	-1	100	3	1	4	1	-0.1	0.0	-2
O=C(N[C@@H]1CC[C@@H](CCNC(=O)C2CCOCC2)O[C@@H]1CO)c1ccncc1	.	-6	.	.	2	.	.	0.8	.	11
O=C(Cn1nc(-c2ccc(Cl)cc2)ccc1=O)NCC1COCCO1 (centres undefined)	-2	-3	99	0	-4	-2	-2	-0.1	0.4	-7
COc1ccc(OCC(=O)NC(=S)Nc2ccc(S(=O)(=O)Nc3cc(C)on3)cc2)cc1	0	.	91	1	6	-3	-2	0.0	1.4	2
COc1ccc(C(=O)COC(=O)CCNS(=O)(=O)c2ccc(NC(C)=O)cc2)c(OC)c1	-4	-6	96	3	7	32	-1	0.1	0.0	8
COc1cc(/C=N/Nc2nc3ccccc3[nH]2)cc(OC)c1O	-6	-5	102	-8	-3	2	0	1.2	-1.8	-2
Cc1ccc(-c2nn(C)c(=O)c3ccccc23)cc1CNC(=O)CSc1nc2ccccc2o1	-2	-5	99	-2	0	3	1	0.6	-3.5	-2
CCOC(=O)C1(Cc2cccc(OC)c2)CCN(Cc2cccc3c2OCO3)CC1	-2	-4	99	-3	-9	-7	-1	0.4	-1.3	4
Clc1ccc(N2CCN(/N=C/c3ccncc3)CC2)cc1	-14	4	96	0	5	5	-3	1.3	-0.4	3
CCOC(=O)C1=C(COC(=O)c2cccc(Br)c2)NC(=O)NC1C (centres undefined)	-1	-6	94	3	7	8	5	-0.1	-0.3	9
Cc1ccc(Nc2nc(C(=O)N3CCC(C(=O)NCc4ccccc4)CC3)cs2)cc1	10	-7	97	-3	2	4	3	0.0	-0.1	65*
COc1ccc(S(=O)(=O)N2CCCCC2)cc1NC(=O)c1ccc2ccccc2n1	0	-3	93	-6	1	-1	3	0.0	1.7	7
CCOCCCNC(=S)N1CCN(CC)CC1	3	0	106	0	-1	2	1	0.4	0.7	-5
Cc1ccc(NC2CCCN(C(=O)C3CCCCC3)C2)cc1C (centres undefined)	0	-5	101	0	-3	8	8	1.2	-0.1	-1
CC(C)C(NS(=O)(=O)c1ccccc1F)C(=O)N1CCc2ccccc2C1 (centres undefined)	1	-3	90	0	3	9	12	0.1	-0.4	-5
CC(=O)c1cccc(OCC(=O)Nc2cc(S(=O)(=O)N3CCOCC3)ccc2N2CCCC2)c1	22	-5	101	3	3	14	-1	0.0	-0.4	-9
CC(C)c1c(O)nc(SCCN2CCOCC2)[nH]c1=O	-4	-5	100	-1	1	10	-2	-0.1	-2.6	-2
COc1ccc(Cl)cc1NC(=O)/C=C\C(=O)O	7	-3	94	1	2	4	11	-0.2	2.2	2
Cc1ccc(S(=O)(=O)c2cc3c(=O)n4ccccc4nc3n(CC3CCCO3)c2=N)cc1C (centres undefined)	6	3	99	6	1	-6	-6	0.0	-0.1	-1
CCOC(=O)C(CC)Sc1nc2c(cnn2-c2ccc(F)cc2)c(=O)[nH]1 (centres undefined)	-7	-1	96	5	0	3	-7	-0.1	-0.6	-6
Cc1cc(C)c(NC(=O)CN(C)CC(=O)N(C)CC(=O)Nc2c(Cl)cccc2Cl)c(C)c1	-3	-5	93	2	0	0	0	-0.2	-0.4	2
O=C(CCc1ccccn1)N1CCCC(CNS(=O)(=O)c2cccs2)C1 (centres undefined)	5	-4	146	0	5	-7	5	0.9	2.3	4
CCCc1nn2c(=O)cc(CSCC(=O)Nc3nnc(C(C)C)s3)nc2s1	5	-14	104	0	-4	9	7	0.1	-0.2	-1

The final 3 records of the part before open the next one.
SMILES	Cardio protect	CaV13 ICDI inh	ABCB6 inh MLPCN	Glyco luc inh	m5-HT2A agonist	Vif inh	PDI inh	aDG glyco up	iPSC survival up	Exocytosis inh
Cc1cc(C)c(NC(=O)CN(C)CC(=O)N(C)CC(=O)Nc2c(Cl)cccc2Cl)c(C)c1	-3	-5	93	2	0	0	0	-0.2	-0.4	2
O=C(CCc1ccccn1)N1CCCC(CNS(=O)(=O)c2cccs2)C1 (centres undefined)	5	-4	146	0	5	-7	5	0.9	2.3	4
CCCc1nn2c(=O)cc(CSCC(=O)Nc3nnc(C(C)C)s3)nc2s1	5	-14	104	0	-4	9	7	0.1	-0.2	-1
COC(=O)c1c(C(=O)OC)c(-c2cccc(C)c2)n2c1CS(=O)C2 (centres undefined)	-6	-5	96	0	-1	-1	-3	-0.1	5.0	0
O=C(CCC1CCCC1)Nc1cc(C(F)(F)F)ccc1N1CCOCC1	-10	-7	100	-1	5	10	-10	-0.2	-0.4	3
O=C(CSc1nc(=O)[nH]c2c1CCCC2)Nc1ccc(F)cc1F	-3	-2	100	1	5	1	-3	0.0	0.2	-3
O=C(Nc1ccccc1-c1ccccc1)NC1CCN(C(=O)N2CCOCC2)CC1	0	-4	98	-1	1	-2	-2	0.1	-1.8	4
Cc1ccc(NC(=O)CCNC(=O)c2ccco2)cc1Cl	-4	-2	97	0	-1	28	12	-0.1	-0.1	3
Cn1cc(CCNCc2cn[nH]c2-c2ccc(-c3ccccc3)cc2)cn1	12	-4	98	-1	-3	0	-16	0.0	-0.5	19
CCOc1ccccc1C(=O)Nc1cc(C)ccc1NC(=O)c1ccco1	-2	-6	92	0	-10	5	1	0.2	-0.3	-3
CC(=O)N1CCN(C(=O)c2cccc(S(=O)(=O)NCc3ccccc3)c2)CC1	1	-6	105	-1	3	1	19	-0.1	-0.3	-3
O=C(NCCn1cccn1)C1CCC(=O)N(CCc2ccc(Cl)cc2)C1 (centres undefined)	0	-5	107	2	7	-2	-1	0.0	0.1	-20
Cc1c(C(=O)c2cccc([N+](=O)[O-])c2)c2ccccn2c1CCC#N	1	-3	99	0	2	-6	-7	0.0	1.9	-2
COCc1cc(CNC(=O)C2CCC(=O)N(Cc3ccccc3OC)C2)[nH]n1 (centres undefined)	-4	-5	104	1	3	-2	-7	-0.2	-0.2	2
CCCCC(=O)NNC(=S)NC(=O)c1ccc(C)cc1	14	4	99	-1	6	0	8	0.5	-0.5	4
CC(=O)Nc1ccc(Nc2ncnc3c2cnn3-c2ccccc2)cc1	8	-6	92	-2	1	-26	3	0.6	-0.8	3
Cc1ccc(C)c(N2CC(O)(c3cccs3)[N+]3=C2CCCC3)c1 (centres undefined)	-1	-7	93	1	2	20	-1	-0.1	1.0	-5
COC(=O)C1=C(C)NC(=O)NC1c1ccco1 (centres undefined)	0	-5	98	1	1	10	-3	-1.2	0.5	4
COc1ccc(/C=C/C(=O)NCCCc2ccccc2)cc1	2	-5	96	1	2	-19	7	-0.2	2.8	3
CC(OC(=O)CN1C(=O)c2ccccc2C1=O)C(=O)N(C)c1ccccc1 (centres undefined)	-2	-6	94	0	7	17	-3	-0.1	-0.3	10
Cc1sc2ncn(CC(=O)NCCc3ccccc3)c(=O)c2c1C	0	-3	92	1	5	-2	0	-0.1	-0.6	1
CCCCCC(=O)N1CCN(CCN=CC2=C(O)CC(c3ccc(OC)cc3)CC2=O)CC1 (centres undefined)	-1&2	-5&-5	105&82	2&2	1&-2	-2&1	-1&-8	-0.2&-0.1	-1.0&9.5	-5&-6
Cc1nnc(NC(=O)C2(c3ccccc3)CCOCC2)s1	-8	-6	92	3	2	11	-2	-0.3	3.6	-1
Cc1c([N+](=O)[O-])cc(N2C(=O)C=CC2=O)cc1[N+](=O)[O-]	-20	.	104	1	6	4	-9	0.6	3.5	6
O=C(CCN1C(=O)c2ccccc2S1(=O)=O)Nc1cccc(F)c1	7	-6	93	0	-7	-7	-6	0.4	-0.2	-1
CC1CC(=O)Nc2ccccc2N1 (centres undefined)	1	-6	94	0	4	2	-4	-0.1	1.6	2
CCOC(=O)C(NC(=O)CC)(Nc1sc2c(c1C(=O)OC)CCN(C)C2)C(F)(F)F (centres undefined)	2	-4	98	3	0	12	-6	-0.1	2.3	-1
CCOc1ccc(N2CC(O)(c3cccs3)[N+]3=C2CCCC3)cc1 (centres undefined)	-17	-7	96	3	-12	-4	-10	0.0	0.5	-2
O=C(O)CSc1nnc(-c2cc3ccccc3o2)n1-c1ccccc1	14	-2	98	-1	-2	13	6	-0.1	-1.5	1
O=C(Cc1cccs1)N1CCN(S(=O)(=O)c2ccc(F)cc2)CC1	6	-5	99	-1	-1	-3	3	-0.3	0.5	1
COc1cccc([C@@H]2CC=C(C(=O)O)[C@H](c3ccc(C)cc3)N2S(=O)(=O)c2ccc(C)cc2)c1	4	-3	98	1	0	-4	5	-0.4	-0.3	-1
COc1ccccc1OCC(=O)NNc1c2ccccc2nc2ccccc12	0	-12	98	1	-4	-5	-2	0.2	-0.2	59*
NC(=O)c1ccc(NC(=O)COC(=O)CC(NC(=O)c2ccccc2Cl)c2ccccc2)cc1 (centres undefined)	4	-13	102	-1	-2	-1	7	-0.5	-0.7	0
CC(Oc1ccc(Br)cc1)C(=O)NNC(=O)CCN1CCN(c2ccccc2)CC1 (centres undefined)	-3	-6	96	-3	-3	-3	2	-0.2	-0.5	-5
COc1cccc(NC(=S)N(Cc2ccco2)C(C)c2ccco2)c1 (centres undefined)	1	-5	104	3	0	1	-3	0.1	2.1	-2
CNC[C@H]1Oc2c(NS(=O)(=O)c3ccc(F)cc3)cccc2C(=O)N([C@H](C)CO)C[C@@H]1C	7	-9	95	-1	4	-2	13	0.0	-1.8	4
COc1ccc2[nH]c3c(c2c1)CCN1C(=O)C(CC(=O)NCCC2=CCCCC2)C[C@H](C(=O)N2CCCCC2)[C@@]31C (some centres undefined)	0	-5	96	4	7	-13	6	-0.1	-2.6	2
Nc1nonc1-n1nnc(C(=O)N/N=C/c2ccc(OCc3ccccc3)cc2)c1COc1ccc(F)cc1	15	-6	97	-1	-2	1	-1	-0.2	-0.3	5
CC(=O)C1=CCC(c2ccc(Cl)cc2)N(S(=O)(=O)c2ccccc2)C1 (centres undefined)	-2	-4	95	-2	-4	22	.	0.2	-1.1	26
CCCn1c2c(c(O)c(C(=O)NC)c1=O)CCCC2	-5	-5	107	1	2	2	2	-0.4	-3.4	-2
